Assay outcomes (PubChem BioAssay)
ABHD5-PLIN5 inh: inhibitors of human ABHD5-perilipin-5 interaction | Q00G26+Q8WTS1 | Split G. princeps luciferase complementation, luminescence, 4 h | inhibition, % at 4 µM | 360,000 compounds, 0.78% hits | AID 602281;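 active means inhibition above the mean inhibition across every tested compound plus 3 SD, cut at about 22% in these data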;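 further: 0% = DMSO only wells and the 100% control is not disclosed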
iPSC survival up: increases survival of single human iPS cells; hiPSC single-cell survival, ATPlite luminescence; 100% = ROCK inhibitor wells, 0% = DMSO; survival enhancement, % at 20 µM; 360,000 compounds, 0.044% hits; AID 602274; in the data active means survival enhancement above about 18%;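 further: cells exposed to compounds for 16 hours before the ATP read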
ABCB6 inh MLPCN: human ABCB6 transporter inhibition; Q9NP58; K562-ABCB6 porphyrin accumulation, flow cytometry, 1 h; active compounds read low; fluorescence ratio to DMSO, % at 10 µM; 360,000 compounds, 0.19% hits; AID 602162;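 active means fluorescence ratio to DMSO below 75%, the collection mean minus 3 SD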;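 further: signal is porphyrin accumulated inside mitochondria; 100% equals median channel fluorescence of DMSO control wells; lower ratio means ABCB6 inhibition with less porphyrin fluorescence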
Target sequence (Q9NP58 whole entry, looked up): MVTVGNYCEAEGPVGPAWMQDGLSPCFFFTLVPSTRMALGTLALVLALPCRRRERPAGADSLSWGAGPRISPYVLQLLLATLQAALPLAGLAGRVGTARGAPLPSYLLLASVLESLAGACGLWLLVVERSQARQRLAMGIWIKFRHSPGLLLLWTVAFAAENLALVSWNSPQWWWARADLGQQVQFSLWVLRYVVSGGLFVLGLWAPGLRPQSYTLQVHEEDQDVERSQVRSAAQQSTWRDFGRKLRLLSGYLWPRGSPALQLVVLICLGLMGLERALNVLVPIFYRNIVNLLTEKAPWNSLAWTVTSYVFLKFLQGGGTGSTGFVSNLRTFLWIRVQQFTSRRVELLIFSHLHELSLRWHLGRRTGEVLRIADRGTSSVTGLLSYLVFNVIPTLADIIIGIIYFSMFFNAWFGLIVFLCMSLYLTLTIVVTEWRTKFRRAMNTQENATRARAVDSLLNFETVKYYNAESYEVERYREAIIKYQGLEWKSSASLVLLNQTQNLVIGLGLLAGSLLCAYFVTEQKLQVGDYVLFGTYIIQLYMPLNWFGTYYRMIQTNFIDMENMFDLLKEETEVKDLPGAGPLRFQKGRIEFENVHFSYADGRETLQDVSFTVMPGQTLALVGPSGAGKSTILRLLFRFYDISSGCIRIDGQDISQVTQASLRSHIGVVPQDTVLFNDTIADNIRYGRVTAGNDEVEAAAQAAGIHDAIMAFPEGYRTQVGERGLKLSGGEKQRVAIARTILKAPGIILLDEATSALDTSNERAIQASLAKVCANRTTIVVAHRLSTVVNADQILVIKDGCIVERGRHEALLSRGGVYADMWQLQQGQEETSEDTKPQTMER
aDG glyco act: increases alpha dystroglycan glycosylation; AID 624168; Pro5-aDG cells, alpha-DG glycosylation AlphaScreen (IIH6); 0% Pro5, 100% B10-LARGE cell signal; activation, % at 10 µM; 360,000 compounds, 0.22% hits;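 active means activation of at least 8% versus controls, or a plate z-score of at least 8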;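 further: Pro5 are CHO cells carrying HIG-tagged alpha-DG that lacks glycosylation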
MC4R barr agon: activates human MC4R beta-arrestin recruitment. 360,000 compounds, 0.98% hits. activation, % at 8.9 µM. U2OS MC4R beta-arrestin complementation, luminescence; percent of melanotan II response, DMSO zero. P32245;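 active means activation above a per-plate cutoff, the mean activation of sample wells on that plate plus 3 SD, cut at about 8% in these data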
MC4R antagonist: human MC4R antagonism in cAMP assay; MC4R-expressing cells, MTII-stimulated cAMP, LANCE TR-FRET; 360,000 compounds, 0.48% hits; inhibition, % at 6.5 µM; AID 540295; P32245;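 active means inhibition above its plate's cutoff, the mean of tested wells on that plate plus 3 SD, cut at about 29% in these data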;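 further: 0% = Melanotan II alone and 100% = Melanotan II plus saturating MCL0020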
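system = U2OS cells with stable human MC4R expression | also added = Melanotan II challenge after compound preincubation | dosing = one concentration, 6.5 µM nominal | incubation = compound 30 min, challenge 1 h, detection 1 h | measured by = TR-FRET with Eu-cAMP and labeled anti-cAMP, 671 nm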
Glyco luc inh: N-linked glycosylation inhibition; 360,000 compounds, 0.23% hits; reporter increase, % at 12.5 µM; D54 ERlucT glycosylation luciferase reporter, 24 h; percent of 100 nM tunicamycin response; AID 588692;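 active means mean luciferase reporter signal, scaled so untreated is 0 and the glycosylation-blocking control 100, at or above a set limit in every replicate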;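 further: luciferase carries N-glycosylation sites so blocking glycosylation raises the light; 0% = median of neutral control wells and 100% = median of 100 nM tunicamycin wells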
HTR2A ag: mouse HTR2A agonism via beta-arrestin recruitment; 360,000 compounds, 0.66% hits; CHO-K1 mHTR2A beta-arrestin complementation, luminescence; percent of 30 µM serotonin response; P35363; activation, % at 7.6 µM;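 active means activation above a run cutoff, the mean activation of all tested compounds plus 3 SD, cut at about 14% in these data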;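 further: 0% = plate median of compound wells and 100% = 30 µM serotonin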
Exocytosis inh: lytic granule exocytosis inhibition; TALL-104 LAMP-1 surface exposure, flow cytometry; cells stimulated with thapsigargin and PMA; inhibition, % at 10 µM; 360,000 compounds, 0.66% hits; AID 651702;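 active means inhibition above about 55%, limit read from the data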
H9c2 protect: myocardial damage modulation in H9c2 cells; H9c2 cardiomyocytes, H2O2 injury protection, ATPLite, 2 h; 360,000 compounds, 0.63% hits; protection from H2O2 cell death, % at 20 µM;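 active means compounds giving at least 50% protection of heart cells from peroxide-induced death in the single-dose screen, raw or plate-pattern-corrected value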;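 further: 0% = DMSO wells with peroxide and 100% = DMSO wells without peroxide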
Active calls of the source: *; / = no result given.

SMILES	ABHD5-PLIN5 inh	iPSC survival up	ABCB6 inh MLPCN	aDG glyco act	MC4R barr agon	MC4R antagonist	Glyco luc inh	HTR2A ag	Exocytosis inh	H9c2 protect
COc1ccc(C2c3ccc(O)cc3Oc3ncn(CCN4CCOCC4)c(=N)c32)cc1 (stereo not drawn)	2	0.0	99	-0.1	-1.1	3	1	-2	-2	4
Cc1c(C2(O)CCCCC2)[nH]c2ncccc12	-5	-1.0	98	-0.1	-0.3	-1	7	-4	0	-4
CC(=O)Nc1cccc(N(C(=O)C2COc3ccccc3O2)C(C(=O)NC2CCCCC2)c2cn(C)nc2C)c1 (stereo not drawn)	-2	1.1	101	0.0	-1.0	11	-2	2	0	1
COc1ccccc1CNc1nc(NC(C)C)nc2cc(-c3ccccc3)sc12	8	-2.0	97	2.6	2.1	8	-7	-8	42	-14
OC(COc1ccc(Cl)cc1)CN1CCC(Cc2ccccc2)CC1 (stereo not drawn)	-1	0.1	98	-0.2	3.1	2	1	-20	42	-1
CCn1c(N2CCN(Cc3ccc([N+](=O)[O-])cc3)CC2)nc2ccccc21	-1	2.1	97	0.4	-1.4	6	8	0	-1	3
CCN(C(=O)COC(=O)C1=COCCO1)c1ccccc1	16	-0.2	101	-0.2	0.2	6	2	6	0	10
c1ccc2c(CSCc3nc4ccccc4[nH]3)cccc2c1	-13	-3.6	96	2.0	0.4	14	0	-6	-1	-6
COC(=O)[C@@]12C[C@@H](CC(=O)N3CCN(C(=O)c4ccco4)CC3)C(=O)N(Cc3ccco3)C1=CCC(C)(C)C2	0	/	/	-0.2	/	/	/	5	-13	/
O=C(CNc1ccccc1F)N/N=C/C1CC=CCC1 (stereo not drawn)	-4	-0.6	98	-0.1	1.8	5	-1	0	-4	-6
Cc1cc(C)c2nc(C(F)(F)F)nc(NCCCN3CCCC3=O)c2c1	0	0.6	93	0.2	-3.0	-9	-2	0	-2	-3
COc1ccc(C2c3ccc4ccccc4c3Oc3ncn(CCN4CCOCC4)c(=N)c32)cc1OC (stereo not drawn)	8	-0.4	96	0.3	-2.4	11	-4	2	1	-1
COc1cc(OC)cc(C(=O)NCC(=O)OCc2ccc(Cl)c(Cl)c2)c1	-3	-0.4	104	-0.2	0.0	10	1	0	2	-2
Cc1ccsc1CCNC(=O)C1CCC(=O)N(CCc2cccc(F)c2)C1 (stereo not drawn)	-4	-0.3	103	-0.1	0.4	-1	1	-1	-1	-6
O=C(NCCc1ccccc1Cl)C1CCC(=O)N(CC2CCCCC2)C1 (stereo not drawn)	0	0.7	95	-0.4	-2.7	5	-4	-4	0	-2
C[C@@H]1COc2cc(N3CCN(Cc4ccccc4F)CC3)ccc2S(=O)(=O)N1	-5	1.7	99	-0.2	/	/	/	-2	-7	/
CCC1CCc2sc(C(=O)OCC(=O)N(CCOC)c3c(N)n(Cc4ccccc4)c(=O)[nH]c3=O)cc2C1 (stereo not drawn)	4	-0.3	105	-0.3	-1.9	13	1	-1	0	-4
CCc1nnc(NC(=O)c2sc3nc4c(cc3c2N)CCCCCC4)s1	-4	2.7	108	0.1	-0.6	-3	0	7	-3	-2
COC(=O)C1=CN(c2ccc(OC)cc2)C=C(C(=O)OC)C1c1ccc([N+](=O)[O-])cc1	10	0.0	91	-0.2	-1.9	2	-4	3	-3	1
NS(=O)(=O)c1ccc2nc(NC(=O)C3=COCCO3)sc2c1	-5	0.3	94	0.6	-1.8	-1	-9	0	4	0
O=C1/C(=C\c2ccc(Br)o2)Cc2ccccc21	4	0.5	111	0.0	2.1	19	0	-2	1	-5
COc1ccc(C(=O)CSc2nnc(-c3cccs3)n2-c2ccccc2)cc1	-2	2.4	91	-0.2	-2.1	3	0	-3	1	-8
O=C(NC1CCCCC1)c1ccc2c(c1)OCCO2	-5	0.6	104	-0.2	-1.3	3	-3	1	-7	-10
Cc1ccc(NC(=O)CC(C)CC(=O)NCc2ccccc2)cc1Cl (stereo not drawn)	-11	-0.6	95	0.0	2.0	-1	1	-3	12	-2
C=CCn1c(SCC(=O)Nc2c(C)n(C)n(-c3ccccc3)c2=O)nc2sc(C)c(C)c2c1=O	2	-1.7	101	0.2	-1.2	6	3	3	-2	-5
COc1ccc(-c2c(-c3cc(OC)cc(OC)c3)n(C)c3ccc(-c4ccc(SC)cc4)cc23)cc1	-5	-1.0	98	-0.2	-1.5	-5	3	-2	47	-2
CCN(C(=O)Cn1c(=O)oc2ccccc21)c1ccc(C)c(C)c1	0	0.2	95	0.0	-1.1	4	-2	2	-20	0
COc1ccc(CC(=O)NC(c2ccccc2)c2ccccc2)cc1S(=O)(=O)N1CCOCC1	-1	1.9	109	-0.2	-2.1	8	-1	1	-1	10
CCn1c(=O)c2ccccc2n(CC(=O)N2CCCc3ccccc32)c1=O	-3	1.5	95	-0.1	1.7	5	-3	2	-1	-3
Cc1cc(C)cc(C(=O)NCC(=O)OCC(=O)NCC(F)(F)F)c1	2	-0.2	102	0.6	-0.6	15	1	-1	-2	4
CCOC(=O)c1c(C)[nH]c(C(=O)COC(=O)CSC)c1C	-4	-0.8	108	-0.1	2.2	2	1	0	-1	-2
Cc1cc(N2CCC(C(=O)Nc3ccc(F)cc3)CC2)nc(-c2ccccc2)n1	0	3.2	93	0.0	1.9	-7	0	-3	10	0
O=C(CSc1nc2ccccc2[nH]1)Nc1ccc2c(c1)OCCO2	1	1.0	97	0.4	-1.8	-2	2	-3	-1	-14
Cc1ccc(C)c2[nH]c(=O)c(CCNC(=O)c3ccc(S(=O)(=O)N(C)C)cc3)cc12	-1	0.1	100	-0.2	0.8	17	3	2	-1	12
COc1ccc(Br)cc1C(C[N+](=O)[O-])c1c(N)n(C)c(=O)n(C)c1=O (stereo not drawn)	7	-0.8	97	-0.2	-1.2	-3	12	5	14	-2
COc1ccc(NC(=O)C(CC(=O)O)Cc2ccc(C)cc2)cc1 (stereo not drawn)	-1	-0.4	93	-0.2	1.4	5	3	0	-10	0
CC(C)N1CCC1(C)C(=O)Nc1nc2ccccc2[nH]1 (stereo not drawn)	-7	-3.7	98	0.1	0.6	7	1	1	-3	5
CCCCCCSc1nc(O)c(C2OC(=O)c3c2ccc(OC)c3OC)c(=O)n1CC (stereo not drawn)	0	-0.1	101	-0.1	-0.1	-2	1	-2	13	-2
CC1(C(=O)NS(=O)(=O)Cc2ccccc2)CCN1C(=O)Cc1ccc(-c2ccccc2)cc1 (stereo not drawn)	5	1.3	109	-0.1	1.2	13	2	8	3	-1
CCCS(=O)(=O)c1c(S(=O)(=O)CCC)c2cnccn2c1C(=O)c1ccc(F)cc1	-9	0.0	99	-0.1	2.4	7	2	-1	-5	-2
Cc1cc(C(=O)N[C@H](c2ccccc2)[C@@]2(C)C[C@@H]2[C@@H](C)C(=O)Nc2ccc3ccccc3c2)n(C)n1	-8	1.7	102	0.9	-0.4	10	-7	-12	-6	0
CCc1nnc(NC(=O)CSc2nnc(-c3ccco3)o2)s1	4	-2.4	100	-0.7	-0.3	5	-2	9	-4	-1
CCN(CC)CCCn1c2c(c(SCC(=O)Nc3cc(C)on3)nc1=O)CCC2	-3	0.1	93	0.1	-1.6	5	0	3	-3	-1
COc1ccc(C(=O)N(CC2CCCO2)C(C(=O)NC2CCCC2)c2ccc(C)cc2)cc1OC (stereo not drawn)	1	5.0	98	-0.1	-1.3	10	-2	7	-2	2
Cc1ccc[n+](C(C(=S)NCc2ccco2)=C([O-])c2ccccc2Cl)c1	-7	-1.7	96	-0.2	-1.1	11	1	-2	3	1
Cc1nn(-c2ccccc2)c(C)c1NC(=O)COC(=O)c1ccccc1	-1	-0.2	94	0.1	-0.7	3	1	2	-1	-5
CC1CCN(C(=O)c2[nH]cnc2C(=O)N[C@@H](C)C(=O)OC(C)(C)C)CC1	0	-1.1	96	-0.3	-0.9	7	-1	3	0	2
Cn1c(=O)c2c(-c3ccccc3)n(CCCN3CCOCC3)cc2n(C)c1=O	-10	2.9	98	0.0	-2.8	-4	2	6	0	-3
OC(c1nc2ccccc2[nH]1)C(O)c1nc2ccccc2[nH]1 (stereo not drawn)	3	0.5	94	0.1	0.1	9	1	-2	-4	-1
COC(=O)c1cc(S(=O)(=O)N2CCCC(C)C2)c[nH]1 (stereo not drawn)	-3	-0.5	96	0.0	-1.5	2	1	-2	-11	-6
COc1ccc(S(=O)(=O)NCCN2CCOCC2)c(C)c1C	-1	-0.1	94	0.3	-3.1	2	0	-4	5	9
COCc1nnc(NC(=O)CSc2ccc(C)cc2)s1	-10	-0.8	90	-0.1	-1.0	0	2	0	-1	4
O=C(NC(=S)Nc1cccc2cccnc12)c1cccs1	3	-3.7	116	-0.2	4.7	9	4	5	-1	15
Cc1c(C(=O)N2CCN(c3ccc(F)cc3)CC2)sc2ncnc(N3CCN(c4ccccn4)CC3)c12	15	0.6	89	0.1	-1.9	5	-3	-9	6	26
O=C(Nc1cccc(-c2nc3ncccc3o2)c1)c1ccco1	3	-1.4	90	-0.2	-0.4	15	1	2	-2	2
COc1ccc(CN(CC2CCCO2)C(=O)c2cc3sccc3n2C)c(OC)c1 (stereo not drawn)	1	0.6	102	0.1	-0.1	-8	-2	-1	-3	5
COc1ccccc1C(=O)COC(=O)Cn1c(C)csc1=O	6	0.1	97	-0.2	-0.1	17	0	2	-1	2
Cn1cc(CCC(=O)NCc2ccc(Cl)cc2)c2ccccc21	-8	0.5	102	-0.1	0.8	8	1	-8	-2	4
O=C(NCc1cccc(CNC(=O)C(=O)NCc2ccco2)c1)C(=O)NCc1ccco1	3	0.3	100	0.2	9.6*	-1	3	11	-2	-7
Cc1nc(SCC(=O)N2CCN(C(=O)c3cccs3)CC2)c2c(C)c(C)sc2n1	-4	0.3	87	0.5	-1.8	2	20	16*	-10	-3
The results go on.
SMILES	ABHD5-PLIN5 inh	iPSC survival up	ABCB6 inh MLPCN	aDG glyco act	MC4R barr agon	MC4R antagonist	Glyco luc inh	HTR2A ag	Exocytosis inh	H9c2 protect
Cc1nn(CCCC(=O)Nc2nccs2)c(C)c1[N+](=O)[O-]	-1	0.4	100	0.0	-1.4	-7	4	0	-6	17
O=C(C[C@H]1CC[C@H](NC(=O)Nc2ccccc2F)[C@@H](CO)O1)NCc1ccc(-c2ccccc2)cc1	6	/	/	0.0	/	/	/	2	11	/
CCc1noc(C)c1C(=O)Nc1cccc(S(=O)(=O)N2CCCCCC2)c1	2	0.3	94	0.4	-2.1	-1	-3	7	0	5
CCC(=O)NC(=S)NNC(=O)c1ccc(NC(=O)c2ccccc2)cc1	0	-0.6	95	0.6	-2.7	0	2	-1	5	-2
Nc1cccc(OCCCCCOc2cccc(N)c2)c1	69*	-3.5	121	-0.1	1.0	10	2	-3	1	-5
